High-throughput results: PubChem BioAssay, National Center for Advancing Translational Sciences (NCATS)
Peg3 imprint – genomic imprint erasure induction | mouse ES Peg3-LacZ reporter, beta-gal luminescence, 40 h | Potency, µM (highest dose often 60.7 µM), inactives show at the top dose activity change, positive = activation, usual class: activators | actives 0.02% (n = 110,000) | AID 1948;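 note: 0% = negative control wells on the plate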
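Imprint erasure is scored as LacZ activity from the silenced maternal Peg3 allele in feeder-free female ES cells cultured 40 h with LIF. Luminescence is normalized to in-plate negative controls and fitted to the Hill equation.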
p53ts 32C kill – p53ts cell cytotoxicity, permissive temperature; H1299-p53A138V at 32C, ATP luminescence viability, 24 h; Potency, µM (titrated, usually from 46.1 µM), inactives show top-dose activity change, negative = cytotoxicity, most hits filed as cytotoxic; actives 0.93% (n = 130,000); AID 924;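 note: 0% = DMSO and -100% = full killing by reference compound; nearly all actives have a fitted effect of over 55% in size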
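ATP-content luminescence (ATPlite) read-out after 24 h compound exposure at 32C in H1299-p53A138V cells (600/well). Tested up to 46 uM. Normalized to DMSO (0%) and 100 uM tamoxifen (100% killing); Hill-fit AC50.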
p53ts 39C tox – cytotoxicity in p53ts cells at nonpermissive temperature; H1299-p53A138V viability at 39C, ATP luminescence, 24 h; Potency, µM (doses to about 46.1 µM), without a hit: at the top dose activity change, negative = cell killing, usual class: cytotoxic; actives 1.5% (n = 130,000); AID 902; note: nearly all actives have a fitted effect of over 55% in size
IkB signaling – suppresses IkB signaling in ABC-DLBCL reporter cells; AID 445; ABC-DLBCL IkBa-CBG/CBR dual luciferase ratio, 4 h; response scale: scaled: untreated 0%, proteasome inhibitor 100%; Potency, µM (titrated, usually from 57.1 µM), for inactives: at the highest dose IkBa stabilization activation; actives 0.04% (n = 110,000); active = well fitted curve in the direction sought with a large enough effect in the signal ratio, not every such curve was filed as active; inconclusive = small, poorly fitted or top-dose-only effect, or a change in a side signal; the % refers to the signal ratio;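 note: the direction sought is a rising ratio; 0% = basal untreated cells and 100% = reference inhibitor full response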
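Luminescence ratio of IκBα-fused green versus native red beetle luciferase in OCI-Ly3 cells, 4 h post-doxycycline with compound; red signal alone, scaled from basal (0%) to zero light (-100%), flagged nonspecific or cytotoxic effects.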
* hit, by the source's call; ? = inconclusive; . = not tested or not shown; [ ] = remark or other dose. Unless noted, calls come from the whole dose curve; as a rule, active = well fitted curve in the direction sought with a large enough effect; inconclusive = small, poorly fitted or top-dose-only effect, or another doubt; inactive = no such curve, though single readings can be large; an effect the other way counts as inactive or inconclusive. Unless noted, % is set by controls: 0 for no effect and ±100 for the full control effect; potency is the fitted concentration of half-maximal effect.

1) O=C(COc1cccc(-n2cnnn2)c1)Nc1ccccc1
2) Fc1ccc(-c2csc(=Nc3cccc(C(F)(F)F)c3)n2Cc2ccc3c(c2)OCO3)cc1
3) CCOC(=O)c1cn(CC(=O)Nc2ccc(C)cc2)nn1
4) Cc1ccsc1CCN1C(=O)N(c2ccccc2)C(=O)C1CC(=O)Nc1ccc(F)cc1 (centres undefined)
5) CSc1cccc(NS(=O)(=O)c2cccs2)c1
6) C=CCc1c(C)nc2c(C(=O)O)cnn2c1C
7) COc1ccc(C(=O)NCc2nnnn2-c2ccc(C)c(C)c2)cc1
8) CCC(=O)NC(C)c1nc2ccccc2n1C (centres undefined)

assay / compound	1	2	3	4	5	6	7	8
Peg3 imprint	.	4%[10.9 µM]	4%	2%[10.9 µM]	4%	3%	-6%[10.9 µM]	-5%
p53ts 32C kill	?	-3%	-11%	-15%	-4%	4%	6%	-3%
p53ts 39C tox	-5%	2%	-10%	-24%	4%	6%	-1%	-4%
IkB signaling	.	?	0.2%	?	-1.3%	0.2%	-1.0%	-0.1%

9) Cc1ccc(OCc2nc(C#N)c(NCc3ccc4c(c3)OCO4)o2)cc1
10) Cc1cc(NCCNC2=CC(=O)CCC2)nc2ccccc12
11) CC(C)NS(=O)(=O)c1ccc(OCC(N)=O)c(Cl)c1
12) CCCCOc1ccc(C(=O)NCCCC(=O)N2CCCCC2)cc1
13) Cc1cccc(C2C=C(c3ccc(C)c(C)c3)Nc3nnnn32)c1 (centres undefined)
14) COc1ccc(C(CC(=O)Nc2ncccc2C)N2Cc3ccccc3C2=O)cc1OC (centres undefined)
15) Cc1sc2ncn(CC(=O)NCc3ccccn3)c(=O)c2c1S(=O)(=O)N1CCOCC1
16) CN1CCN(c2nc(-c3cccc(C#N)c3)nc3ccccc23)CC1

assay / compound	9	10	11	12	13	14	15	16
Peg3 imprint	0%	.	3%	-21%	-31%[inhibitor][10.9 µM]	-5%[10.9 µM]	-7%	-11%
p53ts 32C kill	-2%	9%	11%	1%	0%	1%	11%	0%
p53ts 39C tox	-12%	18%	7%	1%	-25%	12%	6%	-6%
IkB signaling	?	.	-3.0%	1.1%	-0.9%	-1.1%	-0.8%	-0.4%[11.4 µM]

17) Cc1cccc(NS(=O)(=O)c2ccc3c(c2)OCC(C(=O)N2CCCC2)O3)c1C (centres undefined)
18) Oc1cc(O)cc(/C=C\c2ccc(O)c(O)c2)c1
19) CCn1c(SCc2ccc(OC)cc2)nnc1-c1ccncc1
20) CCCCCC(=O)Cc1cc(O)cc(O)c1C(=O)Oc1cc(CC(=O)CCCCC)c(C(=O)O)c(OC)c1
21) CC1CCCCC1NC(=O)COc1ccc(-n2cnnn2)cc1 (centres undefined)
22) Cc1nc(N2CCN(C)CC2)[nH]c(=O)c1Cc1cccc2ccccc12
23) CCN(CC)C(=O)CSc1nsc(SCC(=O)N(CC)CC)c1C#N
24) O=c1c2[nH]c3cccc(Cl)c3c2ncn1Cc1ccncc1

assay / compound	17	18	19	20	21	22	23	24
Peg3 imprint	-12%[10.9 µM]	.	-15%	25%	-6%	0%	4%	-1%
p53ts 32C kill	5%	13µM*	4%	6%	5%	-9%	2%	8%
p53ts 39C tox	-11%	?	11%	1%	3%	-14%	15%	-11%
IkB signaling	-2.1%	3.1%	?	.	2.2%	0.2%	0.2%	-1.1%

25) O=C(NCc1cccs1)C1CC(=O)N(C2CCCC2)C1 (centres undefined)
26) CCOCCCn1c(=S)[nH]c2cc(C(=O)N3CCOCC3)ccc2c1=O
27) CCCC(N)CCCCCC(=O)O (centres undefined)
28) O=S(=O)(NCc1ccccc1)c1cccc2nonc12
29) COc1cc(OC)cc(C(=O)NCc2n[nH]c(=S)n2-c2ccccc2OC)c1
30) CC1(C)Oc2ccc3ccc(=O)oc3c2-c2cn[nH]c21
31) COc1ccc(CNC(=O)CCc2nnc3n(C)c(=O)c4sccc4n23)cc1
32) Cc1ccc(-c2nnn(CC(=O)N(CC(=O)NCc3ccccc3)c3cccc(C)c3C)n2)o1

assay / compound	25	26	27	28	29	30	31	32
Peg3 imprint	-12%	-14%	11%	15%	-3%	.	-8%[10.9 µM]	-12%
p53ts 32C kill	-5%	20%	-13%	1%	7%	26%	-7%	14%
p53ts 39C tox	-11%	8%	4%	4%	9%	19%	18%	11%
IkB signaling	-0.7%	-1.5%	-0.1%	-0.2%	?	?	-1.3%	?

33) CCOC(=O)c1oc2ccccc2c1CSc1nnnn1-c1ccc(OC)cc1
34) Cc1sc2nc(SCc3nc4ccccc4[nH]3)n(Cc3ccco3)c(=O)c2c1C
35) CC(C)(C)c1ccc(C(=O)NCc2cccnc2)cc1
36) Cc1cccc(NC(=O)Cn2c(=O)n(Cc3ccc(C(=O)NCc4ccc5c(c4)OCO5)cc3)c(=O)c3ccccc32)c1
37) CC(C)c1ccc(Nc2nc3c(S(=O)(=O)c4ccc(Br)cc4)nnn3c3ccsc23)cc1
38) CC(=O)Nc1cccc(-n2cc3c(c2-c2ccccc2Cl)c(=O)n(C)c(=O)n3C)c1
39) COc1ccc(NS(=O)(=O)c2coc(C(N)=O)c2)cc1Cl
40) COc1cc2nc(Nc3ccc(F)cc3)nc(N)c2cc1OC

assay / compound	33	34	35	36	37	38	39	40
Peg3 imprint	-7%	-1%	-10%	-6%[10.9 µM]	-6%[10.9 µM]	-8%[10.9 µM]	-12%	-19%[10.9 µM]
p53ts 32C kill	-3%	5%	-11%	5%	8%	6%	5%	-2%
p53ts 39C tox	-7%	0%	-11%	11%	0%	-10%	-1%	?
IkB signaling	0.1%	?	0.6%	2.6%	-2.2%	-2.3%	4.9%	?

Entries of single compounds, looked up by structure. Values in the order: Peg3 imprint | p53ts 32C kill | p53ts 39C tox | IkB signaling
Record of COc1cc2nc(Nc3ccc(F)cc3)nc(N)c2cc1OC = -19%[10.9 µM] | -2% | ? | ?
Record of CC(C)c1ccc(Nc2nc3c(S(=O)(=O)c4ccc(Br)cc4)nnn3c3ccsc23)cc1 = -6%[10.9 µM] | 8% | 0% | -2.2%
Record of Cc1cccc(NC(=O)Cn2c(=O)n(Cc3ccc(C(=O)NCc4ccc5c(c4)OCO5)cc3)c(=O)c3ccccc32)c1 = -6%[10.9 µM] | 5% | 11% | 2.6%
Record of CCOC(=O)c1oc2ccccc2c1CSc1nnnn1-c1ccc(OC)cc1 = -7% | -3% | -7% | 0.1%

Next results follow.
41) CCOCCCNC(=O)CN1C(=O)c2cccnc2Sc2ccccc21
42) CCCCN1C(=O)C(NC(C)=O)c2cc(Br)ccc21 (centres undefined)
43) CC(=O)N1C(C(=O)O)CSC1c1cccc(C)c1 (centres undefined)
44) Cc1ccc(CN2C(=O)SC(Nc3ccc(Cl)cc3)C2=O)cc1 (centres undefined)
45) Cc1nn(C)cc1/C=C/C(=O)c1cccs1
46) COCCOC(=O)C1=C(C)NC(=O)NC1c1ccc(OC(=O)c2ccco2)c(OC)c1 (centres undefined)
47) CCc1ccc2oc(C(=O)Nc3cc(C)ccc3C)cc(=O)c2c1
48) Cc1ccc(-c2nc(CS(=O)(=O)CC(=O)NCCCN3CCN(C)CC3)c(C)o2)cc1

assay / compound	41	42	43	44	45	46	47	48
Peg3 imprint	-3%[10.9 µM]	-21%	-5%	-16%[10.9 µM]	.	-5%	-6%[10.9 µM]	-2%
p53ts 32C kill	-2%	11%	-10%	-7%	13µM*	0%	2%	-3%
p53ts 39C tox	-21%	11%	-1%	-6%	?	5%	-12%	-7%
IkB signaling	0.6%	-0.8%	0.6%	?	.	3.0%	?	-0.7%

49) CCOC(=O)C1C(C)=CC(=O)CC1c1ccco1 (centres undefined)
50) CCOC(=O)N1CCc2c(sc3c2c(=O)n(-c2ccc(CC)cc2)c(=O)n3CC(=O)c2ccccc2)C1
51) CCOc1cc(C)c(C(C)C)cc1S(=O)(=O)n1ccnc1CC
52) COc1cc(C(=O)Nc2ccc(Cl)c(-c3nc4ncccc4o3)c2)cc(OC)c1OC
53) O=C(NCC(=O)N(c1ccc2c(c1)OCO2)C(C(=O)NC1CCCC1)c1ccncc1)c1ccco1 (centres undefined)
54) CCOc1ccc(CNC(=O)C2CCN(C(=O)c3sccc3-n3cccc3)CC2)cc1
55) CCc1ccc(CSc2nc(-c3ccccc3OC)nc3c2Cc2c(CO)cnc(C)c2O3)cc1
56) COc1ccccc1NC(=O)C1CCCN(c2cc(C)nc3ncnn23)C1 (centres undefined)

assay / compound	49	50	51	52	53	54	55	56
Peg3 imprint	-11%	-17%[10.9 µM]	-9%[10.9 µM]	-2%[10.9 µM]	-1%	-10%[10.9 µM]	-9%[10.9 µM]	.
p53ts 32C kill	6%	5%	-1%	-7%	-5%	-2%	18%	5%
p53ts 39C tox	0%	-2%	-6%	-12%	0%	2%	?	8%
IkB signaling	-1.3%	-0.2%	-0.8%	?	0.3%	?	-0.8%	.

57) COc1ccccc1C(=O)NCC(c1ccc(N(C)C)cc1)N1CCc2ccccc21 (centres undefined)
58) N#Cc1ccc(-c2cccs2)nc1SCc1ccc(Br)cc1
59) CC(CCc1ccccc1)NC(=O)C1CCN(c2nnc(-n3cccc3)s2)CC1 (centres undefined)
60) CCC(=O)N1CCc2cc(S(=O)(=O)Nc3cc(C)ccc3OC)ccc21
61) COc1ccccc1NS(=O)(=O)c1cc(Cl)ccc1OC
62) CCOC(=O)N1CCN(C(=O)C2CCN(S(=O)(=O)c3ccc(Br)s3)CC2)CC1
63) Cc1ccc(C)c(N2CCN(S(=O)(=O)c3ccc(-c4cnc(C5CC5)o4)cc3)CC2)c1
64) CCOC(=O)CSc1nn(C)c(=S)s1

assay / compound	57	58	59	60	61	62	63	64
Peg3 imprint	4%[10.9 µM]	-10%[10.9 µM]	-29%	-13%[10.9 µM]	-10%	-12%	-12%[10.9 µM]	-3%
p53ts 32C kill	-10%	-3%	-4%	2%	6%	-1%	16%	-8%
p53ts 39C tox	-17%	8%	-3%	-2%	-1%	-1%	-6%	0%
IkB signaling	?	3.7%	0.7%	?	0.3%	2.4%	1.9%	0.6%

65) O=C(Nc1cnc2ccccc2c1)N1CCOCC1
66) COc1cc(C)nc(N2CCC(C(=O)NC3CCCCC3)CC2)n1
67) Clc1ccc(-c2nnn3c2nc(N2CCCCC2)c2ccccc23)cc1
68) CCCC/C=C/C(NC(=O)c1ccc(-c2ccccc2)cc1)c1ccccc1 (centres undefined)
69) c1ccc(COc2ccc(Nc3ncnc4nc[nH]c34)cc2)cc1
70) Fc1cccc(/C=N\N=C/c2cccc(F)c2)c1
71) O=C1CC(c2ccc(F)cc2)Sc2ccccc2N1 (centres undefined)
72) CN(C)c1ccc(CN(CC2CCCO2)C(=O)COc2ccc(Cl)cc2)cc1 (centres undefined)

assay / compound	65	66	67	68	69	70	71	72
Peg3 imprint	.	.	-10%[10.9 µM]	-24%	-28%	-1%	-10%	-7%[10.9 µM]
p53ts 32C kill	-16%	14%	5%	2%	?	-9%	2%	-10%
p53ts 39C tox	-6%	3%	-5%	7%	-24%	18%	-3%	?
IkB signaling	1.7%	-2.5%	?	.	0.6%	-0.6%	2.2%	?

73) O=C(CSc1nnc(-c2cccs2)o1)N1CCCCC1
74) O=S(=O)(c1ccc(Cl)cc1)c1nc(-c2ccco2)oc1SCc1ccc(F)cc1
75) COc1cccc(C2=NOC(C(=O)Nc3ccc(OC)c(OC)c3)C2)c1 (centres undefined)
76) Cc1sc2nc(C(C)Nc3ccccc3N3CCOCC3)[nH]c(=O)c2c1C (centres undefined)

assay / compound	73	74	75	76
Peg3 imprint	-43%[inhibitor]	-7%[10.9 µM]	-13%	-15%
p53ts 32C kill	-19%	1%	-9%	22%
p53ts 39C tox	-15%	15%	-11%	19%
IkB signaling	?	?	2.8%	?
